FXIa inh mix – blocks human factor XIa in pooled compound mixtures. P03951. purified FXIa, fluorogenic substrate. inhibition, % at 5 µM. hit rate 0.19% among 62,000. AID 680;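 further: each value is inhibition by a whole ten-compound pool holding the compound; 0% = enzyme with no mixture and 100% = wells lacking enzyme; strong numbers were not always called active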
CatB mixtures – human cathepsin B inhibition by mixtures. P07858. Purified cathepsin B, AMC dipeptide fluorescence, compound mixtures. inhibition, %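 (ten-compound pools at 5 µM per compound and 50 µM total)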. hit rate 0.06% among 62,000. AID 488; in the data active means inhibition above about 22%, passing the limit was not always enough;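 further: 0% = enzyme without compound and 100% = no enzyme blank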
CatL block – blocks human cathepsin L protease activity | P07711 | purified cathepsin L, fluorogenic substrate, fluorescence | inhibition, %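 (tested at 10 µM)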 | hit rate 0.17% among 58,000 | AID 460; in the data active means inhibition above about 45%;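 further: 0% = enzyme with no compound and 100% = no enzyme blank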
Target sequence (P07711 114-288 limits assumed): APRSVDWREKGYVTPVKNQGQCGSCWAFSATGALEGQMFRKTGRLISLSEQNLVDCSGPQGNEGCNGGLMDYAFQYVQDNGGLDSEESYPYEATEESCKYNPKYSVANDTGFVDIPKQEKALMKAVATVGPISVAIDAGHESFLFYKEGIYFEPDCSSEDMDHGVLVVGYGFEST
Target sequence (P07711 292-333 limits assumed): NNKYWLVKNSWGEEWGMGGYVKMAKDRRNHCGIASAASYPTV
Cathepsin G inh – inhibitors of human cathepsin G | P08311 | purified enzyme, AMC-tetrapeptide fluorescence, pooled mixtures | hit rate 0.2% among 62,000 | AID 581 | inhibition, % at 5 µM (by protocol);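 active means inhibition above 20% in each of the two mixture wells holding the compound; inactive means inhibition of 20% or less in either well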;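 further: 0% = enzyme control without mixture and 100% = blank lacking enzyme; strong numbers were not always called active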
CatB inh – human cathepsin B inhibition; inhibition, %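 (tested at 10 µM)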; AID 453; purified cathepsin B, fluorogenic substrate, fluorescence; hit rate 0.1% among 63,000; P07858; in the data active means inhibition above about 21%;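 further: 0% = enzyme with no compound and 100% = no enzyme blank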
FXIIa inh mix – inhibitors of human coagulation factor XIIa, pooled mixtures; purified FXIIa, fluorogenic substrate; inhibition, % at 5 µM; hit rate 0.2% among 62,000; P00748; AID 684;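 further: 0% = enzyme without compound and 100% = no enzyme blank; some results filed as inactive read as strong as hits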
Target sequence (P00748 20-372 limits assumed): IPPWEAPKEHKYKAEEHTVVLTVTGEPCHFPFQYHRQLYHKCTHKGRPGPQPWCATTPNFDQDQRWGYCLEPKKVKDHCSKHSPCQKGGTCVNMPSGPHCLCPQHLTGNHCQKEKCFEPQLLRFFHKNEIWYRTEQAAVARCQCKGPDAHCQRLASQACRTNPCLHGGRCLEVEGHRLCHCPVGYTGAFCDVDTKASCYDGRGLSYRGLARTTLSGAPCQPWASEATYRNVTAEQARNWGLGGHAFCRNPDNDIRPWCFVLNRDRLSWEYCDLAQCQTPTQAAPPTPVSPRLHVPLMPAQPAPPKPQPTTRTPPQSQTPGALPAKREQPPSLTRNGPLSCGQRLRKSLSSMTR
Target sequence (P00748 373-615 limits assumed): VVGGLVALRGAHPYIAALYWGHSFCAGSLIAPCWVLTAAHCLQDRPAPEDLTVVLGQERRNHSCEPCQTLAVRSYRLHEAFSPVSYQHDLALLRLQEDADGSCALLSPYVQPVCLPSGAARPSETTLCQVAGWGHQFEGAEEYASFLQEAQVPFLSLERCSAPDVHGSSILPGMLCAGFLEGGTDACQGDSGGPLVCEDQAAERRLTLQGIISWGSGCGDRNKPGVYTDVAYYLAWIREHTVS
C1s inh – human complement C1s inhibition. P09871. purified C1s, fluorogenic AMC substrate, pooled mixtures. mean inhibition % of two 10-compound mixtures (hits give high values), % at 5 µM (by protocol). hit rate 0.16% among 62,000;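 active means inhibition above 20% in each of the two 10-compound mixture wells holding the compound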;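 further: 0% = enzyme wells lacking compound mixture and 100% = no-enzyme blank wells; some compounds called inactive have numbers as strong as hits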
CatS block – inhibitors of human cathepsin S. recombinant cathepsin S, AMC dipeptide fluorescence, pooled mixtures. inhibition, %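 (tested at 5 µM per compound within 10-compound mixtures)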. hit rate 0.06% among 62,000; in the data active means inhibition above about 32%, passing the limit was not always enough;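 further: 0% = enzyme without compound and 100% = blank without enzyme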
A340 absorber – compounds absorbing at 340 nm; compound absorbance at 340 nm, fold over control; fold change at 10 µM; 65,000 tested, under 10 active;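 active means at 10 µM dose, initial 340 nm absorbance at least 2 fold that of control wells; inactive means change under 2 fold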;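 further: initial absorbance extrapolated from kinetic A340 decline of NADH oxidation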
* hit, by the source's call; nt = not tested or not shown. Unless noted, no stated cut-off is given here; in the data, active means inhibition above about 20% (passing the limit was not always enough); inactive means the rest. Some of the compounds tested; rates above refer to the full screens.

1: COc1ccc2c(Cl)c(-c3nnc4n3CCCCC4)sc2c1
2: O=c1c2cc(N3CCOCC3)ccc2[nH]c(=S)n1CCN1CCCC1
3: Cc1ccc(C)c(/C(O)=C2/C(=O)C(=O)N(CCN3CCOCC3)C2c2ccc(C)o2)c1 (stereo not given)
4: CC(C)c1ccc(S(=O)(=O)N2CCN(CCC(=O)Nc3ccc(N(C)C)cc3)CC2)cc1
5: CC1CCCCN1S(=O)(=O)c1ccc(S(=O)(=O)N2CCN(c3ccc(F)cc3)CC2)cc1 (stereo not given)
6: CSc1nc2sc3c(c2c(=O)n1C)CCC(C)C3 (stereo not given)
7: COc1cc(NC(=O)Cn2c(-c3cncs3)nc3ccccc32)cc(OC)c1OC
8: CSc1nc(NCCOCCO)c2sc3nc(-c4ccco4)c4c(c3c2n1)CCC4
9: O=C(NC1CCN(Cc2ccccc2)CC1)C1COc2ccccc2O1 (stereo not given)
10: OC(COc1ccc(Br)cc1)CN1CCOCC1 (stereo not given)
Compound	1	2	3	4	5	6	7	8	9	10
FXIa inh mix	2	1	7	-1	3	3	-1	5	11	-1
CatB mixtures	2	5	-3	-9	1	0	2	4	-1	-2
CatL block	0	8	0	-2	-4	4	14	-4	2	2
Cathepsin G inh	-10	9	-2	10	-5	6	8	-2	3	5
CatB inh	4	7	3	1	1	2	3	1	12	1
FXIIa inh mix	-5	3	-1	-3	-20	5	9	-21	2	-2
C1s inh	-38	-18	1	6	-2	-10	3	-3	-8	-7
CatS block	-2	11	-1	-2	-3	0	-2	9	12	-5
A340 absorber	1	1.1	1.1	0.99	1	0.98	1	1.1	0.99	0.96

11: COc1ccc(N(CC(=O)NCc2ccccc2OC)S(=O)(=O)c2c(C)nn(C)c2C)cc1
12: COc1ccc(CC(=O)Nc2c3c(nn2-c2cccc(C)c2C)CS(=O)C3)cc1 (stereo not given)
13: Cc1ccc(OCc2nc(-c3ccccc3)no2)c(C)c1
14: O=C(c1cc2nc(-c3ccco3)cc(C(F)(F)F)n2n1)N1CCc2ccccc2C1
15: COc1ccc(-n2nnc3c(SCC(=O)NCc4ccco4)ncnc32)cc1
16: O=C1NC(c2ccc3c(c2)OCO3)Oc2ccccc21 (stereo not given)
17: CCN(CC)C(NC(=O)c1ccccc1)C(=O)c1ccccc1 (stereo not given)
18: Cc1c(C(=O)Nc2ccccc2N2CCOCC2)sc2nc3n(c(=O)c12)CCC3
19: CCOC(=O)COc1ccc(S(=O)(=O)NCCC2=CCCCC2)cc1
20: CCCN(C#N)c1nc(NCC)nc(NC(C)C)n1
Compound	11	12	13	14	15	16	17	18	19	20
FXIa inh mix	2	6	8	-11	6	4	9	-12	3	-1
CatB mixtures	1	4	2	-6	4	0	3	-6	3	0
CatL block	nt	1	4	19	19	8	-6	nt	21	6
Cathepsin G inh	9	5	1	7	-2	-28	12	-10	14	-17
CatB inh	1	4	4	1	-6	2	-2	2	3	1
FXIIa inh mix	-13	4	-1	3	2	8	-1	-2	-3	2
C1s inh	-14	2	1	-40	-7	-10	16	-148	20	-19
CatS block	5	4	1	2	5	9	-2	-16	7	-3
A340 absorber	1	0.97	1.1	1.1	1	1	1	0.98	1	0.99

Six of these compounds in a different format.
cpd	Structure	FXIa inh mix	CatB mixtures	CatL block	Cathepsin G inh	CatB inh	FXIIa inh mix	C1s inh	CatS block	A340 absorber
16	O=C1NC(c2ccc3c(c2)OCO3)Oc2ccccc21 (stereo not given)	4	0	8	-28	2	8	-10	9	1
19	CCOC(=O)COc1ccc(S(=O)(=O)NCCC2=CCCCC2)cc1	3	3	21	14	3	-3	20	7	1
14	O=C(c1cc2nc(-c3ccco3)cc(C(F)(F)F)n2n1)N1CCc2ccccc2C1	-11	-6	19	7	1	3	-40	2	1.1
20	CCCN(C#N)c1nc(NCC)nc(NC(C)C)n1	-1	0	6	-17	1	2	-19	-3	0.99
12	COc1ccc(CC(=O)Nc2c3c(nn2-c2cccc(C)c2C)CS(=O)C3)cc1 (stereo not given)	6	4	1	5	4	4	2	4	0.97
15	COc1ccc(-n2nnc3c(SCC(=O)NCc4ccco4)ncnc32)cc1	6	4	19	-2	-6	2	-7	5	1

Next part.
21: CCCn1c(-c2ccc(OC)cc2)nc2ccccc21
22: COc1cccc(NC(=O)CCSc2nnc3scc(-c4ccccc4)n23)c1
23: COc1ccccc1C(=O)NCCCN1CCCC1=O
24: Cc1cc(C(=O)Nc2c(F)cc(F)cc2Br)no1
25: COC(=O)c1ccc2c(=O)n(CCC3=CCCCC3)c(SCC(=O)N3CCCC3)nc2c1
26: CCC(c1nnnn1Cc1ccco1)N1CCC(C(N)=O)CC1 (stereo not given)
27: O=C(Nc1nccs1)c1ccc(NC(=O)c2ccco2)cc1
28: O=C(COC(=O)c1cn(-c2ccccc2)nc1-c1cccs1)NC1CC1
29: CCOC(=O)C1=C(C)N(C2CCCCC2)C(=O)C1
30: Cn1c(Cc2cccs2)n[nH]c1=S
Compound	21	22	23	24	25	26	27	28	29	30
FXIa inh mix	1	-9	0	7	-35	-8	0	3	6	2
CatB mixtures	2	1	5	-5	-10	3	-1	4	6	3
CatL block	-4	15	2	-4	9	35	16	1	0	-1
Cathepsin G inh	8	7	11	0	-30	-7	6	2	9	9
CatB inh	1	4	2	-1	7	6	-3	-4	-1	-1
FXIIa inh mix	3	2	9	-2	2	11	2	4	-1	7
C1s inh	-4	-3	13	-6	-81	-28	-1	-4	11	14
CatS block	4	6	1	-5	-12	18	2	-13	-3	4
A340 absorber	1	1	1	1	1	0.98	1.1	1	1.1	1

31: CC12CC(NC(=O)N1c1cccc(C(=O)N3CCN(c4ccccc4)CC3)c1)c1ccccc1O2 (stereo not given)
32: O=C(CSc1nnc(-c2ccccc2)o1)N1CCc2ccccc2C1
33: CCOC(=O)N1CCc2c(sc(NC(=O)c3ccc(Cl)s3)c2C(N)=O)C1
34: CC(=O)OCCCN1C(=O)c2ccc(Br)cc2C1=O
35: C=C(C)COc1ccc(-c2[nH]ncc2-c2ccc(OC)c(OC)c2)c(O)c1
36: COCCn1c(SCC(=O)Nc2ncc(C)s2)nc2sc3c(c2c1=O)CCC3
37: CSc1nc(C)cc(OCNC(=O)c2cccs2)n1
38: C=CCc1cc(C)ccc1OCC(O)CN1CCN(c2ccccc2)CC1 (stereo not given)
39: CSc1nc(C)c2c(n1)OC(CN1C(=O)c3ccccc3C1=O)C2 (stereo not given)
40: CCc1cc(=O)oc2cc(OCC(=O)N3CCCc4ccccc43)ccc12
Compound	31	32	33	34	35	36	37	38	39	40
FXIa inh mix	3	3	13	1	3	3	4	10	1	1
CatB mixtures	-1	3	8	2	-8	1	1	-1	-1	7
CatL block	-2	6	nt	-3	9	2	4	-2	17	3
Cathepsin G inh	-2	9	2	6	9	8	-7	8	10	15
CatB inh	-4	4	-1	2	2	3	2	6	3	2
FXIIa inh mix	11	1	0	0	-20	7	4	-16	10	7
C1s inh	-9	-7	3	6	2	14	-11	14	2	14
CatS block	8	7	3	0	2	3	-3	2	6	2
A340 absorber	1	0.99	1.1	1.1	1	0.95	1	1	1.1	1.1

41: CC(CCc1ccccc1)NC(=O)c1nnc(Cc2ccc(F)cc2)o1 (stereo not given)
42: O=C(O)CC(C(=O)O)c1cn(Cc2ccccc2)c2ccccc12 (stereo not given)
43: O=C(CSc1nnc(Cc2ccccc2)n1-c1ccc(Cl)cc1)N1CCOCC1
44: CCOC(=O)N1CCN(c2nnnn2-c2ccccc2)CC1
45: CCOc1cc(-c2nc(-c3ccc(C)nc3OCC)no2)cc(OCC)c1OCC
46: CCCC(=O)c1cc2cc(Cl)ccc2oc1=O
47: O=S(=O)(c1ccc(S(=O)(=O)N2CCCC2)cc1)N1CCCCCC1
48: O=C(Nc1cccc(C(F)(F)F)c1)c1cccnc1N1CCCC1
49: CCn1c(CNc2ccc(C)cc2)nnc1SCC(=O)NCc1ccccc1
50: CCOc1ccc(N2CC(C(=O)OC)CC2=O)cc1 (stereo not given)
Compound	41	42	43	44	45	46	47	48	49	50
FXIa inh mix	6	7	0	-1	-16	-5	5	13	-10	1
CatB mixtures	5	3	0	2	2	8	0	-2	4	2
CatL block	nt	-3	17	-1	-1	2	0	5	-2	2
Cathepsin G inh	1	12	-3	-11	-15	-9	-2	0	-12	-11
CatB inh	-1	-2	1	2	5	6	3	1	4	0
FXIIa inh mix	5	12	11	2	-10	-5	3	5	-1	-20
C1s inh	-1	9	-1	-14	-64	-30	1	3	-70	-11
CatS block	0	5	0	-7	7	15	2	-19	11	-2
A340 absorber	1	0.96	1	1	1	0.99	1	1	1	1.1

51: CC(=O)Nc1ccc(-c2nn[nH]n2)cc1Cl
52: O=C(NCCC1=CCCCC1)C1CCN(S(=O)(=O)c2cccs2)CC1
53: OC1CCN(c2ncnc3c2nnn3Cc2c(F)cccc2Cl)CC1
54: OC(COC1CCCCC1)CN1CCN(c2ccccc2)CC1 (stereo not given)
55: CCOC(=O)C1=C(c2ccccc2)Nc2ncnn2C1c1cc(OC)cc(OC)c1OC (stereo not given)
56: CCCOC(=O)C1C2C=CC3(CN(c4cccc(Cl)c4)C(=O)C13)O2 (stereo not given)
57: CCOc1cc(C)c(S(=O)(=O)Nc2ccc(Cl)cn2)cc1C
58: CC(=O)C1=C(O)C(=O)N(CCN2CCOCC2)C1c1ccc(N(C)C)cc1 (stereo not given)
59: Cc1ccc(NC(=O)NC(=O)CN2C(=O)NC3(CCCCCCC3)C2=O)c(C)c1
60: O=C1Nc2ccccc2C(O)(C(=O)NCc2ccc3c(c2)OCO3)N1c1ccccc1 (stereo not given)
Compound	51	52	53	54	55	56	57	58	59	60
FXIa inh mix	-5	5	2	2	16	7	5	4	-10	4
CatB mixtures	-9	4	6	7	-1	-1	3	-2	-8	2
CatL block	8	7	-8	1	3	-12	22	-2	11	2
Cathepsin G inh	6	-2	2	-11	2	3	-1	-9	0	9
CatB inh	1	-4	-3	7	4	-2	5	1	2	6
FXIIa inh mix	4	3	2	1	-14	-17	-8	2	-7	1
C1s inh	-20	-11	8	-11	-4	-3	2	-39	-47	-9
CatS block	-2	10	-1	18	12	-6	18	-7	-5	8
A340 absorber	1	0.98	1	1	1.1	1	1	1.1	1	1.1

61: Cc1ccc(N2C(=O)C3C4C=CC(C4)C3C2=O)cc1C (stereo not given)
62: CC(C)NC(=O)CSCc1ccccc1Cl
63: CCN(CC)S(=O)(=O)c1cccc(-c2nnc(SCCOc3ccccc3C)o2)c1
64: CCOC(=O)c1sc2nc(-c3ccco3)c3c(c2c1N)CC(C)(C)OC3
65: Clc1ccccc1CSc1nnc(-c2cccnc2)n1Cc1ccco1
66: CCc1c(C)nc2ncnn2c1N1CCCC(C(=O)NCc2ccc3c(c2)OCO3)C1 (stereo not given)
67: Cn1c(=O)[nH]c(=O)c2c1nc1n2CCCN1CCc1ccccc1
Compound	61	62	63	64	65	66	67
FXIa inh mix	0	1	9	2	7	2	-5
CatB mixtures	3	4	4	2	-2	8	-4
CatL block	-5	-8	-9	6	-9	-1	-1
Cathepsin G inh	7	2	7	-5	-1	-6	10
CatB inh	5	-3	-7	-1	-1	6	-2
FXIIa inh mix	-1	4	3	11	3	-4	4
C1s inh	-1	-22	6	-35	-3	-4	0
CatS block	-7	-3	-4	5	-4	14	5
A340 absorber	1	0.98	1	1.1	1	1.1	1
